# Screens: PubChem BioAssay, several laboratories
# GalR3 antag – blocks the human galanin receptor 3; O60755; HEK293 GalR3-CNG cAMP membrane potential fluorescence; galR3 body fused to GalR1 C-terminus; inhibition, % at 3 µM; 360,000 compounds, 0.44% hits; AID 651719;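 active means inhibition above the screen-wide average plus 3 SD, cut at about 13% in these data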;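 further: forskolin and galanin both at EC90 stimulate the cells; cAMP rise reported by CNG channel membrane potential dye signal; 0% = forskolin plus galanin with DMSO and 100% = forskolin alone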
# Target sequence (O60755 1-299 limits assumed): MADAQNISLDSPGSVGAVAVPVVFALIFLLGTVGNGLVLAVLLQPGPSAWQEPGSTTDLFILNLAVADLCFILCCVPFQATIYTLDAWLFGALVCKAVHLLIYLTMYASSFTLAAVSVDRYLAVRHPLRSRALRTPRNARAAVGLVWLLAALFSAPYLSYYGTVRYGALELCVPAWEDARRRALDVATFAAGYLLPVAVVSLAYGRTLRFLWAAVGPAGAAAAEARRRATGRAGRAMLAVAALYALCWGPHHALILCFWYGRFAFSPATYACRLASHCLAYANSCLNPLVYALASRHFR
# p-CIP stab down – p/CIP protein destabilization. Q05BA5. F442A p/CIP-EGFP cells, EGFP fluorescence, 16 h. decrease of EGFP signal, % at 10 µM. 290,000 compounds, 0.01% hits. AID 1984;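 active means EGFP signal decrease of at least 30% at 10 µM or well 3 SD below plate mean, unless failing retest; inactive means the rest, including hits failing retest or dose response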; further: some compounds called inactive have numbers as strong as hits; many of its hits are not listed in these tables
# CRFBP-R2 block – antagonists of CRF-binding protein/CRF-R2 receptor complex; HEK293 CRF-R2/CRF-BP, CRF-induced calcium fluorescence; inhibition, % at 11.8 µM; 350,000 compounds, 0.59% hits;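 active means inhibition of the ligand-induced calcium signal above about 50% at the single tested concentration, limit read from the data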
# MEKK3 PB1 HTS – MEKK3-MEK5 PB1 interaction, increase or decrease | Q99759 | bead-based flow cytometry, Alexa488-MEK5 binding to MEKK3; actives lie on both sides; 0 = blocked by unlabeled MEK5, 100 = vehicle | binding response (% of control), % at 10 µM | 290,000 compounds, 1.4% hits | AID 1529;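 active means binding response more than 3 SD above or below the average of its plate-row segment, actives on both sides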;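 further: Alexa488 bead fluorescence after subtracting the streptavidin-only scavenger bead signal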
# M4 PAM – potentiates acetylcholine response at human M4 receptor | activation, % at 3 µM | CHO-K1 hM4/Gqi5, Fluo-8 calcium fluorescence, ACh EC20; 0% = ACh EC20, 100% = maximal ACh | P08173 | 360,000 compounds, 0.4% hits;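 active means activation above its plate's cutoff, the mean activation of sample wells plus 3 SD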; further: some results filed as inactive read as strong as hits
# Target sequence (P08173 whole entry, looked up): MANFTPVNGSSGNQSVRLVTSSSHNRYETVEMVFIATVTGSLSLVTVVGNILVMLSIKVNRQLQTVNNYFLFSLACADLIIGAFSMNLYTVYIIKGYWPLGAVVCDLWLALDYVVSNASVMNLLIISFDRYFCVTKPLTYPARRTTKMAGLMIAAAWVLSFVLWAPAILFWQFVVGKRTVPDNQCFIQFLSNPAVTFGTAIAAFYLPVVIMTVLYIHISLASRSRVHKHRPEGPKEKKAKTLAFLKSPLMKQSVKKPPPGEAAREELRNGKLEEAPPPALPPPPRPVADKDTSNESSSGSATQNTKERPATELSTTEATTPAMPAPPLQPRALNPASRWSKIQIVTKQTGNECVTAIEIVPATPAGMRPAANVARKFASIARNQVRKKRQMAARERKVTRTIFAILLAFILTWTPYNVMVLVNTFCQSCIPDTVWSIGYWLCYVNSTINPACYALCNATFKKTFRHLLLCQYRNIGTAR
# CRFBP-R2 agonist – CRF-BP/CRF-R2 complex agonism | HEK293 CRF-R2/CRF-BP, calcium dye fluorescence (FLIPR); percent of saturating CRF peptide response | activation, % at 13.2 µM | 350,000 compounds, 0.46% hits | AID 588473;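 active means activation of at least 50%, plus an integration ratio under a set limit after plate pattern correction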;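 further: plate controls were neutral control wells without compound for no effect and CRF at EC100 for full effect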
# PHOSPHO1 block – PHOSPHO1 (human) inhibition; inhibition, % at 13.3 µM; recombinant PHOSPHO1, absorbance phosphatase assay; Q8TCT1; AID 1565; 290,000 compounds, 1.1% hits; in the data active means inhibition above about 60%
# Target sequence (Q8TCT1 whole entry, looked up): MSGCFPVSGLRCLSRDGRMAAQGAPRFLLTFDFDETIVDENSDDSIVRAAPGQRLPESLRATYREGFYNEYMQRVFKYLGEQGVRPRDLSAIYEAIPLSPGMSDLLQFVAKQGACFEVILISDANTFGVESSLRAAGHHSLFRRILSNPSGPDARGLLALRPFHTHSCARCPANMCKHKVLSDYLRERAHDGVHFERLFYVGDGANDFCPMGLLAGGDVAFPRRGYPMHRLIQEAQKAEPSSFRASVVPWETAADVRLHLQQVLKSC
# IDE act – IDE (human) activation, cell-based. P14735. activation, % at 5.96 µM. 340,000 compounds, 0.073% hits. HEK cells, FAbeta-B cleavage, fluorescence polarization; 0% vehicle, 100% cell-free pure enzyme wells. AID 493087;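 active means activation above the mean of all tested compounds plus 3 SD, set per screening campaign, cut at about 17% in these data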
# IDE cell inh – inhibitors of human insulin-degrading enzyme in cells; 320,000 compounds, 0.41% hits; HEK cells, FAbetaB cleavage, fluorescence polarization; inhibition, % at 5.59 µM; P14735;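 active means percent inhibition above the average of all tested compounds plus 3 SD, set per screening campaign, cut at about 16% in these data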;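 further: IDE supplied by intact live HEK cells; FP after avidin binding of uncleaved biotin substrate so inhibition keeps polarization high; 0% = DMSO wells and 100% = 60 µM reference IDE inhibitor Ii1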
# * = called active by the depositor; . = not tested or not shown.
SMILES,GalR3 antag,p-CIP stab down,CRFBP-R2 block,MEKK3 PB1 HTS,M4 PAM,CRFBP-R2 agonist,PHOSPHO1 block,IDE act,IDE cell inh
O=C(NCc1cccnc1)c1cccc(OC2CCN(Cc3ccc(CO)o3)CC2)c1,1,-12,-6,100,3,0.8,28,3,-3
CC1CC(C)CN(C(=O)CCNC(=O)Cn2cnc3ccccc3c2=O)C1 (centres undefined),-9,4,-2,97,-2,0.1,2,6,8
Cc1nc2ncnn2c(C)c1CCC(=O)Nc1csc(N)n1,-3,-3,1,98,3,-0.9,1,5,3
CCOc1ccc(C(Nc2ccc(C)cc2)P2(=O)OCCC(C)O2)cc1 (centres undefined),3,2,12,94,1,-2.2,3,6,-2
CC(C)(C)c1ccc(C(=O)O[C@H]2[C@H](Cc3ccccc3)NS(=O)(=O)[C@H]3C[C@@H]4C=C[C@]23O4)cc1,-7,.,-5,.,4,0.7,.,3,1
COc1ccc(S(=O)(=O)Nc2ccc(C)cc2)cc1N(C)S(=O)(=O)c1ccc(Cl)cc1,-8,-18,-8,104,7,-1.3,-11,4,2
COc1ccc([C@@H]2C(C#N)=C(N)S[C@@H](c3ccccc3)[C@@H]2[N+](=O)[O-])cc1,-3,1,12,106,-6,-6.0,0,-3,1
O=C(CCCN=C1NS(=O)(=O)c2ccccc21)OCc1cc([N+](=O)[O-])cc2c1OCOC2,-1,-22,-3,101,-10,0.7,13,-4,-2
NCCCNC(=O)c1ccc(/C=N/O)nc1,-1,-1,0,89,1,-0.8,44,0,12
CCCCCCc1nc(C(N)=O)c2[nH]c(=O)n(-c3ccccc3F)c2n1,.,-11,-13,102,-12,-0.1,22,5,1
O=C(C1COc2ccccc2O1)N1CCN(c2ccc(C(F)(F)F)cn2)CC1 (centres undefined),-5,.,3,.,1,1.8,.,-7,11
O=C(Cn1c(=O)oc2ccccc21)N1CCN(S(=O)(=O)c2ccccc2)CC1,-4,.,5,.,10,1.1,.,-4,0
Cn1nnnc1Sc1ncnc2scc(-c3ccc(C#N)cc3)c12,-4,.,-10,.,10,-1.1,.,-3,5
COCCNC(=O)C(c1ccc(C)cc1)N(C(=O)CCC(=O)Nc1ccccn1)c1cccc(C)c1 (centres undefined),-8,-15,0,97,-1,1.5,37,5,-19
CCc1noc(C)c1C(=O)Nc1cccc(S(=O)(=O)N2CCCCCC2)c1,-4,.,-1,.,-2,-0.7,.,3,-3
CC(=O)N1C(Nc2ccc(Cl)cc2)CCN1c1ccccc1 (centres undefined),-5,2,-6,93,2,-0.3,18,4,-5
Cc1cc(NC(=O)CCCn2ccc([N+](=O)[O-])n2)n(Cc2ccc(F)cc2)n1,1,5,5,106,-4,-1.2,5,-2,-1
CN(C(=O)COC(=O)CCC1CCCCC1)c1c(N)n(Cc2ccccc2)c(=O)[nH]c1=O,-2,.,-17,.,4,14,.,1,0
COc1cc(OC)c(C(=O)N(CCc2ccccc2)Cc2ccccc2)cc1OC,0,-5,11,101,3,-0.6,58,2,2
CCN1C(=O)C(=O)N(CC(=O)Nc2ccccc2OC(F)F)C1=O,-1,.,3,.,-8,0.1,.,3,-5
COc1cc(N=c2oc3c(C)ncc(CO)c3cc2C(N)=O)cc(OC)c1OC,-4,-2,7,96,-1,-1.2,4,3,0
C[C@H]1CN([C@@H](C)CO)C(=O)CCCn2nncc2CO[C@@H]1CN(C)Cc1ccccc1C(F)(F)F,0,.,5,.,0,0.7,.,.,.
O=C1CCCC/C1=C\Nc1ccccc1C(=O)O,-4,-1,-6,102,15,-2.9,-11,2,3
Cn1nc([N+](=O)[O-])nc1Sc1nnnn1-c1ccc(C(=O)O)cc1,-4,-9,-28,96,-1,-3.4,19,2,-1
S=C(NCc1ccco1)N/N=C/c1ccccc1Cl,-3,2,-19,102,4,-1.9,2,-1,-6
S=C(NCc1ccncc1)Nc1ccc(Cl)cc1Cl,-3,-6,5,100,-4,-1.4,8,-3,2
COc1cc2c(cc1OC)C(C)N(C(=O)[C@@H](NC(=O)c1ccccc1)C(C)C)CC2 (some centres undefined),-7,-11,-13,103,-6,6.3,24,-1,-3
O=C(O)c1ccc(N=C2SCC(=O)N2Cc2ccccc2)cc1,-4,-4,-5,101,18,-1.5,26,-1,-1
O=C1c2ccccc2-c2c1c1ccccc1c(=O)n2CCO,-6,.,-24,.,2,-1.2,.,10,.
CN1CCc2c(sc3nc(SCC(=O)N4CCOCC4)n(-c4ccc(Cl)cc4)c(=O)c23)C1,4,-1,-1,101,-4,1.6,24,3,0
O=C(NCCn1cccn1)c1ccc(OC2CCN(CCc3ccccc3)CC2)cc1,-1,-7,19,104,-10,3.1,24,-1,-2
O=C(CCNC(=O)Cn1cnc2ccccc2c1=O)NCCC1=CCCCC1,-4,0,2,101,5,-0.9,-17,4,-10
CCc1sc(C(=O)NNC(=O)c2cncc(Br)c2)cc1C,0,.,-11,.,10,-0.5,.,0,7
CCOC(=O)c1c(C)[nH]c(C)c1S(=O)(=O)N(C)CC(=O)Nc1cc(C)ccc1OC,0,-7,-5,99,1,-0.5,2,5,-3
CCCCOCCCn1c(-c2ccco2)nc2nc3ccccc3nc21,-1,-50,0,89,-5,1.1,33,1,1
CCOC(=O)C1CCCN(Cc2cc(OC)c(O)c(OC)c2)C1 (centres undefined),-3,-8,1,103,14,0.7,7,7,-3

# Sorted by SMILES length (lowest first): part of the list above.
SMILES,GalR3 antag,p-CIP stab down,CRFBP-R2 block,MEKK3 PB1 HTS,M4 PAM,CRFBP-R2 agonist,PHOSPHO1 block,IDE act,IDE cell inh
O=C1CCCC/C1=C\Nc1ccccc1C(=O)O,-4,-1,-6,102,15,-2.9,-11,2,3
S=C(NCc1ccncc1)Nc1ccc(Cl)cc1Cl,-3,-6,5,100,-4,-1.4,8,-3,2
O=C1c2ccccc2-c2c1c1ccccc1c(=O)n2CCO,-6,.,-24,.,2,-1.2,.,10,.
CCc1sc(C(=O)NNC(=O)c2cncc(Br)c2)cc1C,0,.,-11,.,10,-0.5,.,0,7
CCCCOCCCn1c(-c2ccco2)nc2nc3ccccc3nc21,-1,-50,0,89,-5,1.1,33,1,1
O=C(O)c1ccc(N=C2SCC(=O)N2Cc2ccccc2)cc1,-4,-4,-5,101,18,-1.5,26,-1,-1
O=C(CCNC(=O)Cn1cnc2ccccc2c1=O)NCCC1=CCCCC1,-4,0,2,101,5,-0.9,-17,4,-10
O=C(NCCn1cccn1)c1ccc(OC2CCN(CCc3ccccc3)CC2)cc1,-1,-7,19,104,-10,3.1,24,-1,-2
Cn1nc([N+](=O)[O-])nc1Sc1nnnn1-c1ccc(C(=O)O)cc1,-4,-9,-28,96,-1,-3.4,19,2,-1
COc1cc2c(cc1OC)C(C)N(C(=O)[C@@H](NC(=O)c1ccccc1)C(C)C)CC2 (some centres undefined),-7,-11,-13,103,-6,6.3,24,-1,-3
CN1CCc2c(sc3nc(SCC(=O)N4CCOCC4)n(-c4ccc(Cl)cc4)c(=O)c23)C1,4,-1,-1,101,-4,1.6,24,3,0
C[C@H]1CN([C@@H](C)CO)C(=O)CCCn2nncc2CO[C@@H]1CN(C)Cc1ccccc1C(F)(F)F,0,.,5,.,0,0.7,.,.,.

# (next part)
SMILES,GalR3 antag,p-CIP stab down,CRFBP-R2 block,MEKK3 PB1 HTS,M4 PAM,CRFBP-R2 agonist,PHOSPHO1 block,IDE act,IDE cell inh
CCC1(c2ccc(F)cc2)NC(=O)N(CC(=O)NCc2ccc(C)cc2)C1=O (centres undefined),-10,-9,3,103,0,-1.9,23,1,2
O=C(CO/N=C/c1ccccc1OC(F)F)N1CCc2ccccc21,-8,-18,-10,101,5,-1.1,4,-3,-3
CCOc1ccc(NC(=O)CCCOc2cc(=O)n(C)c3ccccc23)cc1,-3,-14,4,109,-2,-1.4,13,1,7
COc1ccccc1CNCC(=O)NCc1ccc(C)cc1,-5,-2,16,93,-3,-2.1,22,2,2
CC1=C(C(=O)Nc2ccccc2C(=O)NC2CCC(C)CC2)SCCO1 (centres undefined),-1,4,14,103,-3,-2.8,2,4,0
Cc1cc(C)nc(SC2c3cccc4cccc(c34)C2NS(=O)(=O)c2ccccc2)n1 (centres undefined),-6,7,1,97,-10,-1.6,-3,4,7
COc1cccc(NC(=O)C(Cc2ccccc2)n2cccc2)c1 (centres undefined),-5,-16,12,99,-10,-1.6,42,8,6
CC1NC(=O)COC1c1ccccc1 (centres undefined),-4,.,-3,.,4,4.1,.,.,.
O=C(CNC(=S)N(Cc1ccccc1)Cc1cccnc1)N1CCOCC1,2,1,4,94,8,-0.4,16,5,-5
COC(=O)c1ccn(CSc2c(F)c(F)cc(F)c2F)n1,-5,.,1,.,11,-1.1,.,-2,0
C[C@@H]1C(c2ccc(F)cc2)=NN(c2ccc(Br)cc2)[C@H]1C(=O)N1CCOC1=O,-3,.,0,.,-5,1.2,.,4,.
Cc1sc2c(c1C)c(=O)n(-c1ccccc1)c(=O)n2CC(=O)NCC1CCCO1 (centres undefined),-2,-4,8,97,0,0.0,-11,4,6

# Entries of single compounds, looked up by structure. Order of values: GalR3 antag	p-CIP stab down	CRFBP-R2 block	MEKK3 PB1 HTS	M4 PAM	CRFBP-R2 agonist	PHOSPHO1 block	IDE act	IDE cell inh
# Results for COc1cccc(NC(=O)C(Cc2ccccc2)n2cccc2)c1 (centres undefined) → -5	-16	12	99	-10	-1.6	42	8	6
# Results for CC1=C(C(=O)Nc2ccccc2C(=O)NC2CCC(C)CC2)SCCO1 (centres undefined) → -1	4	14	103	-3	-2.8	2	4	0

# Following part.
SMILES,GalR3 antag,p-CIP stab down,CRFBP-R2 block,MEKK3 PB1 HTS,M4 PAM,CRFBP-R2 agonist,PHOSPHO1 block,IDE act,IDE cell inh
CN1CCN(c2nc(N3CCN(CCO)CC3)nc3ccccc23)CC1,-4,-3,37,102,2,-0.3,5,0,0
CC1(C)OC1(C#N)c1ccccc1 (centres undefined),-5,.,10,.,-2,0.9,.,4,.
O=C(c1ccc(=O)oc1)N1CCC(C(O)(c2ccccc2)c2ccccc2)CC1,-5,-2,1,103,-9,0.8,8,-5,2
COc1ccc(-c2[nH]ncc2-c2ccc3c(c2)OCCO3)c(O)c1,1,-16,15,103,24,-3.3,-70,4,0
COc1cccc(-c2csc(N3CCN(C(=O)Nc4ccc(F)cc4)CC3)n2)c1,-9,4,-5,105,-18,4.9,-8,-13,13
c1ccc2c(c1)ncn2CCOCCOCCn1cnc2ccccc21,-2,0,-4,95,7,0.0,4,7,7
COC(=O)c1ccc2c(c1)S(=O)(=O)NC(=NCc1ccco1)S2,-3,4,9,100,9,-0.2,75*,4,-4
O=C(COc1ccccc1Cl)Nc1cc(Cl)ccc1O,-2,-1,0,99,-3,0.5,37,6,.
N#Cc1ccsc1NC(=O)CSc1ncn[nH]1,-6,-3,5,87,7,0.1,14,-3,5
O=C(NCCc1ccccc1)C(=O)NCC1CCNCC1,.,6,.,98,.,.,-24,.,-1
CC(=O)c1sc(-c2ccccc2)cc1NS(=O)(=O)c1ccccc1,-4,-14,-14,97,0,-4.7,36,.,-9
